Screening data deposited in PubChem BioAssay by National Center for Advancing Translational Sciences (NCATS).
USP1 inh: USP1/UAF1 (human) deubiquitinase inhibition. O94782. recombinant USP1/UAF1, Ub-Rhodamine cleavage fluorescence. actives 0.23% (n = 390,000). Potency, µM (top dose mostly 57.1 µM), for the others: at the top dose activity change, negative = inhibition, actives largely listed as inhibitors; further: potency means the concentration at half of the fitted maximal effect; on the % scale 0 is the no-effect control and ±100 the full control effect; nearly all actives have a fitted effect of over 60% in size; inactives centre near -12
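Step one: compound is pinned into 1nM USP1/UAF1 in HEPES pH 7.8 buffer with TCEP. Step two: 15 min room-temperature incubation. Step three: Ub-Rho (150nM final) starts cleavage, tracked by fluorescence over six one-minute reads.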
TrxR1 substrate: rat thioredoxin reductase 1 substrate activity; AID 588456; actives 0.01% (n = 390,000); Potency, µM (titrated, usually from 114 µM), without a hit: top-dose activity change, negative = substrate turnover; purified TrxR1 substrate turnover, NADPH consumption readout; further: potency means the concentration at half of the fitted maximal effect; on the % scale 0 is the no-effect control and ±100 the full control effect; nearly all actives have a fitted effect of over 50% in size
Target sequence (O89049 whole entry, looked up): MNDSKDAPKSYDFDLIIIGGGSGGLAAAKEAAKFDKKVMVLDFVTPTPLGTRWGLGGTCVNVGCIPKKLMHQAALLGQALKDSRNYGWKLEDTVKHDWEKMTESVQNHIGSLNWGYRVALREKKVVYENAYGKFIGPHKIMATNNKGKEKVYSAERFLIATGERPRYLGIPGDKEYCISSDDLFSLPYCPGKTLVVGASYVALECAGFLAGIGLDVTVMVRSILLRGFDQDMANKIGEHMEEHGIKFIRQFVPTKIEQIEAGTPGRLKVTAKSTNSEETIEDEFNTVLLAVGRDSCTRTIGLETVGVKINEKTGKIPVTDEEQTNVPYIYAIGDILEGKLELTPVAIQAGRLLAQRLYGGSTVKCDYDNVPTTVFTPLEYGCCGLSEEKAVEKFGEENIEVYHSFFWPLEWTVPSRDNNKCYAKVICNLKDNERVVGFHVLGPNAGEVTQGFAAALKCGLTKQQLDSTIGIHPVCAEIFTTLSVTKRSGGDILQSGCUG
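Rat TrxR1, dispensed at 90 nM, was prereduced with 400 uM NADPH (final) for 5 min at ~22 deg C, then incubated with compound 15 min before 400 uM selenite. A first-read NADPH fluorescence drop versus no-compound background flagged substrates.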
Vif-APOBEC3F blk: blocks the Vif interaction with APOBEC3F; AID 602313; actives 0.2% (n = 390,000); HeLa A3F-eYFP + Vif (tagged APOBEC3F with the HIV-1 protein that degrades it), YFP fluorescence increase; Potency, µM (titrated, usually from 46.1 µM), inactives show at the highest dose activity, negative = active; further: potency means the concentration at half of the fitted maximal effect; % of control where 0% means no effect; nearly all actives have a fitted effect of over 65% in size
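HeLa cells stably expressing Vif plus C-terminally eYFP-tagged A3F were seeded, incubated overnight at 37 deg C, dosed with compound, incubated overnight again at 37 deg C. Yellow fluorescence (Ex 488/Em 500-530) reported blocked Vif-mediated A3F-eYFP degradation.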
TrxR1 inh: inhibitors of rat thioredoxin reductase 1. O89049. actives 1% (n = 390,000). Potency, µM (highest dose often 114 µM), without a hit: top-dose activity change, negative = inhibition, most hits filed as inhibitors. AID 588453. recombinant rTrxR1, NADPH fluorescence consumption, selenite substrate; further: potency means the concentration at half of the fitted maximal effect; on the % scale 0 is the no-effect control and ±100 the full control effect; nearly all actives have a fitted effect of over 65% in size
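Rat TrxR1 (90 nM in the dispensed reagent) was pre-reduced with 400 uM NADPH for 5 min at room temperature, then incubated with compound for 15 min. After 400 uM selenite was added, NADPH fluorescence (Ex 340/Em 450 nm) was followed for 8 min.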
LDHA block: blocks human lactate dehydrogenase A | AID 1347041 | activity change, % (values are at about 110 or 230 µM) | P00338 | purified LDHA, NADH/diaphorase-resazurin fluorescence; stronger effect = lower value | actives 0.15% (n = 480,000); in the data active means activity change below about -30%; inconclusive means mostly about -25% to -30%;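 further: plate controls were DMSO wells for no effect and wells without enzyme for full effect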
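Human LDH5 (2 nM) was incubated with 0.06 mM NADH and 0.2 mM pyruvate for 5 min at room temperature in Tris pH 7.4. Remaining NADH was coupled through diaphorase/resazurin, and resorufin fluorescence was read at 0 and 20 min.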
Vif-APOBEC3G blk: inhibitors of Vif-APOBEC3G interaction; Q9HC16; HeLa A3G-eYFP + Vif (tagged APOBEC3G with the HIV-1 protein that degrades it), YFP fluorescence, overnight; Potency, µM (top dose mostly 46.1 µM), inactives show at the highest dose activity, negative = active, actives largely listed as inhibitors; actives 0.076% (n = 410,000); AID 602310;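 further: potency means the concentration at half of the fitted maximal effect; on the % scale 0 is the no-effect control and ±100 the full control effect; nearly all actives have a fitted effect of over 60% in size; hits raise eYFP signal because A3G escapes Vif-driven loss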
Target sequence (Q9HC16 whole entry, looked up): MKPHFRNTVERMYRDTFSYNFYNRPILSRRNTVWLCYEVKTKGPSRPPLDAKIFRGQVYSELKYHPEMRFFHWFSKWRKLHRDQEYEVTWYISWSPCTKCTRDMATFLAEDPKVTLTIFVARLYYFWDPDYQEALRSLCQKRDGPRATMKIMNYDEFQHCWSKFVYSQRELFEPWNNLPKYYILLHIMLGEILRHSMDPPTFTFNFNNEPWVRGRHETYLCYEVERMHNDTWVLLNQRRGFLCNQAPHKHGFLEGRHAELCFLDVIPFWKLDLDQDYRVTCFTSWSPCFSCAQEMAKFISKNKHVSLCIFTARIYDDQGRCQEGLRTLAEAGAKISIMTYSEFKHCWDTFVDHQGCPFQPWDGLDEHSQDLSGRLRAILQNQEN
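HeLa cells stably expressing Vif and C-terminally eYFP-tagged A3G, seeded overnight at 37 deg C, then exposed to compound by pintool overnight at 37 deg C. Rise in yellow fluorescence (Ex 488/Em 500-530, Acumen) marks blocked Vif-driven A3G degradation.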
GRP78 ERSR act: induces the endoplasmic reticulum stress response in human glioma cells; U87-MG GRP78 promoter luciferase reporter, 16 h; Potency, µM, for inactives: at the top dose activation, actives largely listed as activators; actives 0.02% (n = 420,000); AID 602332; further: potency means the concentration at half of the fitted maximal effect; series mostly up to about 76 µM; % of control where 0% means no effect; nearly all actives have a fitted effect of over 35% in size
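ERSR induction read as luciferase luminescence (Bright-Glo, 10 min at room temperature) in stably transfected human U87-MG glioma cells exposed to compounds for 16 h, using GRP78 as sensor.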
IDH1 R132H inh: inhibitors of human mutant IDH1 R132H. O75874. IDH1-R132H enzyme, NADPH consumption, diaphorase/resazurin fluorescence. Potency, µM (doses to about 76.6 µM), for the others: at the highest dose activity change, negative = inhibition, usual class: inhibitors. actives 0.093% (n = 390,000). AID 602179; further: potency means the concentration at half of the fitted maximal effect; on the % scale 0 is the no-effect control and ±100 the full control effect; nearly all actives have a fitted effect of over 65% in size
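IDH1-R132H (0.5 ug/mL dispensed) in pH 7.5 Tris buffer was preincubated 30 min with compound, then given a substrate mix of 0.016 mM NADPH and 2 mM alpha-KG for 80 min at room temperature; remaining NADPH was read by diaphorase/resazurin fluorescence.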
RGS4 inhibitor: blocks human RGS4-accelerated GTP hydrolysis; P49798; actives 0.039% (n = 390,000); Transcreener GDP fluorescence polarization, RGS4-accelerated GTP hydrolysis; AID 504845; Potency, µM (top dose mostly 114 µM), without a hit: top-dose activity change, negative = inhibition, actives largely listed as inhibitors; further: potency means the concentration at half of the fitted maximal effect; on the % scale 0 is the no-effect control and ±100 the full control effect; nearly all actives have a fitted effect of over 75% in size; some results filed as inactive show a strong effect at the top dose
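MLSMR compounds (23 nl, pin-transferred) preincubated 10 min at room temperature with a 500nM (2x) first reagent, then RGS4 at 900nM (2x) plus Transcreener GDP mix added; fluorescence polarization (620/688 nm) read before and after 90 min at 30 °C.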
* = called active by the depositor; u = inconclusive; x = not tested or not shown; [ ] = remark or other dose. Unless noted, the call rests on the fitted dose curve; in most records, active means well fitted curve in the direction sought with a large enough effect; inconclusive means small, poorly fitted or top-dose-only effect, or another doubt; inactive means no such curve, though single readings can be large; an effect the other way counts as inactive or inconclusive. A portion of the library, so the mix of outcomes need not match the whole.

Structure,USP1 inh,TrxR1 substrate,Vif-APOBEC3F blk,TrxR1 inh,LDHA block,Vif-APOBEC3G blk,GRP78 ERSR act,IDH1 R132H inh,RGS4 inhibitor
COc1ccc(C(=O)NCCCN(C)CCCNC(=O)c2ccc(OC)cc2)cc1,6.6%,1.3%,2.2%,21.4%,-8.6,0.9%,-0.3%,0.5%,8.5%
O=C(COC(=O)CNS(=O)(=O)c1c(Cl)cccc1Cl)Nc1ccccc1Sc1ccccc1,-25.4%,3.8%[57.1 µM],-32.7%,-5.6%[57.1 µM],-7.5,-0.2%,-5.2%,2.9%,-15.4%
CCOc1ccccc1N1CCN(C(=O)c2c(Cl)cnn2C)CC1,-11.7%,-6.4%,1.0%,-11.8%,-0.4,2.9%,-3.4%,7.2%,-25.5%
Cc1cc(C)c2nc(-c3ccccn3)cc(C(=O)N3CCCC3)c2c1,-16.5%,38.1%[activator],2.7%,16.8%,-0.8,-6.2%,-5.3%,0.0%,-34.1%
CN=C1SC(CC(=O)Nc2ccccc2F)C(=O)N1/N=C/c1ccc(O)c(OC)c1 (stereo not drawn),-21.9%,3.0%,8.7%,11.5%,-1.5,-10.4%,-1.7%,0.9%,15.2%
Cc1ccccc1N=C(NOCc1ccccc1)c1nonc1N,-21.5%,-1.4%,8.5%,12.6%,3.4,0.6%,-7.3%,12.0%,-27.2%
C=CCn1c(=O)c(C(=O)Nc2ncccc2C)c(O)c2ccccc21,7.7%,x,-13.4%,x,5.2,-7.0%,u,-2.2%,x
COc1ccc(N(C(=O)c2cccc(OC)c2OC)C2C=CS(=O)(=O)C2)cc1 (stereo not drawn),1.2%,7.6%,-0.3%,23.9%,2.2,0.5%,-2.5%,4.5%,-4.3%
Cc1noc2ncnc(N3CCCC(C(=O)Nc4cccc(C(F)(F)F)c4)C3)c12 (stereo not drawn),-12.6%,-2.2%,5.4%,13.2%,-2.2,-1.1%,-1.4%,-13.5%,-15.7%
S=C(NCCCc1ccccc1)Nc1ccccc1Cl,-9.1%,-16.2%,u,-19.1%,-1.7,-1.2%,-4.9%,-5.4%,14.1%
CC1Cc2ccccc2N1C(=O)CN1C(=O)NC(C)(c2ccc3c(c2)OCCO3)C1=O (stereo not drawn),-22.4%,12.7%,-12.7%,30.8%,-4.0,0.3%,-5.6%,0.4%,-4.1%
CC(C)N(Cc1cc2ccccc2[nH]c1=O)C(=O)C(C)(C)C,-18.1%,-5.6%[57.1 µM],-2.5%,11.5%[57.1 µM],1.2,1.3%,-2.9%,6.0%,1.3%
CC(C)(C)OC(=O)C[C@@H]1C/C=C\C[C@@H](CC(=O)NCCO)C(=O)N[C@H](Cc2ccccc2)COC1=O,-3.8%,5.5%,-12.1%,15.4%,-2.0,-4.1%,0.9%,0.1%,-0.5%
O=C(Nc1ccccc1O)c1ccc2c(c1)C(=O)N(c1ccccc1)C2=O,-5.4%,5.8%[57.1 µM],-0.2%,17.0%[57.1 µM],-8.3,-0.2%,-4.3%,-2.2%,-10.3%
Cc1ccc(C)c(S(=O)(=O)c2nnn3c2nc(NC2CCCC2)c2sccc23)c1,-24.0%,12.7%,-2.3%,34.1%,1.2,-0.2%,-1.2%,-19.6%,5.9%
O=C(C1CCN(S(=O)(=O)N2CCOCC2)CC1)N1CCOCC1,-12.1%,10.5%[57.1 µM],-8.0%,26.2%,-8.9,0.7%,-4.1%,-2.3%,15.6%
O=C(NC1CCCC1)c1ccc2c(c1)S(=O)(=O)c1ccccc1C2=O,-24.0%,1.1%,4.2%,-1.7%,0.6,-4.8%,-2.4%,16.0%,-1.0%
CCN(Cc1ccccc1)C(=O)Cn1cc(S(=O)(=O)Cc2cccc(Cl)c2)c2ccccc21,-29.6%,3.0%,0.3%,26.8%,-3.6,-0.8%,-0.9%,-9.1%,-15.4%
COc1cc(C(=O)N2CCN(c3ccc(C)cc3C)CC2)cc(OC)c1OC,-16.1%,-5.0%,-12.2%,5.0%,-5.3,u,-1.4%,2.2%,16.4%
Nc1nc(N)c2cc(CNc3ccc(Cl)c(Cl)c3)ccc2n1,-22.6%,x,-1.1%,x,0.8,-5.3%,-13.9%,u,x

Remaining list, next part.
Structure,USP1 inh,TrxR1 substrate,Vif-APOBEC3F blk,TrxR1 inh,LDHA block,Vif-APOBEC3G blk,GRP78 ERSR act,IDH1 R132H inh,RGS4 inhibitor
CC(=O)Nc1ccc(S(=O)(=O)NC2(C(F)(F)F)NC(=O)N(CCc3ccc(F)cc3)C2=O)cc1 (stereo not drawn),7.7%,5.2%,-14.5%,6.3%,-1.4,2.7%,-0.9%,0.0%,-19.5%
CCOc1ncccc1C(=O)NCCCSc1ccccc1,-12.2%,10.5%[57.1 µM],-7.9%,15.9%[57.1 µM],-3.0,-4.8%,-5.2%,3.1%,1.3%
Cc1nn(-c2c(Cl)cc(Cl)cc2Cl)c(=O)c2ccccc12,-27.2%,-2.5%[57.1 µM],1.9%,18.5%[57.1 µM],0.6,-17.6%,-5.7%,6.7%,-30.7%
CS(=O)(=O)Nc1ccccc1C(=O)OCC(=O)NCc1cccs1,-19.5%,7.7%,4.0%,13.0%[57.1 µM],-2.3,1.3%,-2.0%,0.0%,18.9%
Cc1cc(NC(=O)c2cccnc2)ccc1NC(=O)c1cc2ccccc2o1,-22.4%,-4.2%,1.7%,-22.5%,-0.3,-0.5%,-10.0%,-0.7%,-34.7%
CC1CN(C(=O)CCNC(=O)c2ccccc2Cl)CC(C)O1 (stereo not drawn),-7.8%,0.2%,-1.6%,-0.1%,-3.3,1.3%,-2.0%,-9.5%,19.8%
Fc1cccc(-c2nnn3c2nc(NC2CCCCC2)c2ccccc23)c1,u,35.4%[activator],3.1%,2.6%,2.7,-5.3%,-1.6%,u,-5.5%
O=C(NCCSCc1ccccc1)C1CCN(S(=O)(=O)Cc2ccccc2)CC1,u,54.8%[activator],-0.5%,-26.4%,0.0,-0.3%,-1.1%,15.4%,-3.3%
O=C(COC(=O)c1ccccc1Cl)NCc1cccs1,-8.9%,x,-9.0%,x,0.6,2.3%,-0.1%,11.4%,x
CCCCNC(=O)NS(=O)(=O)c1ccc(NS(=O)(=O)c2ccccc2)cc1,-9.7%,7.3%,-1.2%,13.5%,-4.9,-1.4%,-2.1%,1.6%,-6.4%
Cc1cccc(OC(C)C(=O)N2CCCN(C)CC2)c1C (stereo not drawn),-15.7%,0.6%,2.4%,0.8%,-1.2,0.1%,-2.0%,-3.5%,8.3%
O=C(COc1ccccc1C(=O)Nc1ccccc1)c1ccc(Br)cc1,-13.6%,-12.6%[57.1 µM],1.8%,29.6%[57.1 µM],-4.0,5.7%,-1.3%,7.4%,-15.8%
Cc1ccccc1CNS(=O)(=O)c1ccc2c(c1)C(C)(C)C(=O)N2C,-6.9%,-3.0%,2.6%,4.7%,-1.4,3.2%,-5.6%,21.1%,15.0%
CC(C)N1CCC(N2CCN(Cc3ccc(Oc4ncccn4)cc3)CC2CCO)CC1 (stereo not drawn),-22.8%,5.5%,1.3%,15.8%,-4.5,-5.9%,-0.5%,4.4%,-16.7%
CC(=O)Nc1cccc(C(=O)N2CCN(S(=O)(=O)Cc3ccccc3)CC2)c1,11.3%,-4.5%[2.29 µM],0.0%,-4.1%[2.29 µM],-3.0,2.0%,-4.3%,-2.2%,12.3%
CCn1c(SCC(=O)N2CCN(S(=O)(=O)c3ccccc3)CC2)nnc1-c1cccs1,-15.8%,-1.9%,-0.5%,-6.7%,-1.7,-0.5%,-3.5%,1.7%,14.8%
COCCNC(=O)/C(C#N)=C/c1c(N2CCN(c3ccccc3)CC2)nc2ccccn2c1=O,-11.9%,10.6%,1.0%,5.0%,-2.6,-8.1%,2.5%,-0.5%,-18.5%
CSc1ccc(/C=N/n2nnnc2N)cc1,-17.9%,74.0%[activator],-5.7%,4.7%,-2.9,-0.9%,7.1%,0.0%,-15.0%
O=C(c1ccc2oc(Cc3ccc(Cl)cc3)nc2c1)N1CCCCC1CCO (stereo not drawn),-23.6%,3.8%,4.7%,5.5%,-9.3,-2.1%,-0.6%,-1.4%,-18.4%
Cc1ccc(/C=N/NC(=O)c2cccc(NC(=O)c3ccccc3Cl)c2)o1,2.6%,-15.2%,-10.5%,-14.6%,-2.7,-0.3%,4.5%,-3.6%,-9.4%
O=C(O)c1cc(Cl)c(Cl)cc1C(=O)Nc1cccc2ncccc12,-18.9%,-3.7%,-13.8%,2.0%,6.4,-0.6%,-2.5%,6.6%,-9.9%
C=C(C)Cn1c(-c2cccs2)n[nH]c1=S,-12.9%,11.3%[57.1 µM],10.9%,-14.9%[57.1 µM],-2.5,0.1%,-1.7%,4.6%,-12.4%
